Source: PubChem BioAssay
DNMT1 inh = DNMT1 (human) enzyme inhibition; P26358; DNMT1 molecular beacon, Hinp1I cleavage, fluorescence; inhibition (reported as % activation of signal), % at 10 µM; hit rate 0.83% among 360,000; AID 588458; in the data active = inhibition above about 50%
SKN-1 block = C. elegans SKN-1 inhibition; C. elegans VP596 Pgst-4::GFP/RFP ratio, acrylamide-induced, 24 h; inhibition, % at 21.8 µM; hit rate 0.49% among 360,000; AID 624304;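 active = interference check ratio from 0.5 to 1.5 plus GFP to RFP signal ratio inhibition reaching or exceeding a fixed threshold, cut at about 30% in these data, passing the limit was not always enough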; note: some compounds called inactive have numbers as strong as hits
LMPTP inh = LMPTP (human) inhibition | P24666 | recombinant LMPTP-A, OMFP fluorogenic substrate, fluorescence intensity | inhibition, % at 20 µM | hit rate 0.22% among 360,000 | AID 651560;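 active = compounds that cut the enzyme signal by at least half of the control window in the single-dose screen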;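 note: plate controls were DMSO wells with enzyme plus substrate for no effect and substrate without enzyme for full effect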
Target sequence (P24666 whole entry, looked up): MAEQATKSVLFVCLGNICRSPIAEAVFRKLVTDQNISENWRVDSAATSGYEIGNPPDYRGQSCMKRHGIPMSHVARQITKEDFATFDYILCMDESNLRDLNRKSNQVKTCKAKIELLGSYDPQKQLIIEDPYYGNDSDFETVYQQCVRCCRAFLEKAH
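Test system: LMPTP-A, protein tyrosine phosphatase of low molecular weight; Input: 0.625 nM enzyme; Incubation: 50 min dark incubation at room temperature; Signal: endpoint fluorescence intensity from OMFP dephosphorylation; Read-out basis: % inhibition versus control wells.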
SUMO1 PPI mod = modulators of human SUMO1-mediated protein-protein interactions | SUMO1 binding to a labelled peptide, TR-FRET, 1 h | inhibition, % at 20 µM | P63165 | hit rate 0.33% among 360,000; in the data active = inhibition above about 37%
Target sequence (P63165 whole entry, looked up): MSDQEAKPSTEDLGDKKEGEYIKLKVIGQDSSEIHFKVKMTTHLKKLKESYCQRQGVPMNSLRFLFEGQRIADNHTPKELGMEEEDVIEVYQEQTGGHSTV
STEP block = blocks human striatal-enriched tyrosine phosphatase | recombinant STEP, OMFP fluorogenic substrate, fluorescence | hit rate 0.25% among 360,000 | inhibition, % at 20 µM | P54829;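 active = inhibition at 20 µM, scaled per plate between control wells, above about 37%, limit read from the data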;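 note: 0% = DMSO with enzyme and substrate and 100% = substrate only without enzyme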
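Test system: STEP tyrosine phosphatase / Reagent: OMFP at 25 µM / Doses: 20 µM, 1% DMSO / Read-out: percent inhibition scaled to no-enzyme and uninhibited-enzyme controls, plate-pattern corrected / Detection: FITC-channel fluorescence of OMFP product / Medium: Bis-Tris buffer pH 6.0, 2.5 mM DTT, 0.005% Tween 20 / Schedule: 20 min at room temperature, dark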
TbMetRS inhib = Trypanosoma brucei MetRS inhibition; hit rate 0.4% among 360,000; inhibition, % at 11.9 µM; purified T. brucei MetRS, ATP depletion, Kinase-Glo luminescence;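 active = inhibition above a per-plate cutoff of the control wells' mean inhibition plus 3 SD, cut at about 5.5% in these data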;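 note: 0% = DMSO wells median and 100% = median of wells with control inhibitor compound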
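Material: parasite MetRS enzyme / Replication: singlicate, one well per compound / Signal: luminescence of leftover ATP / Schedule: 2 h aminoacylation at 25 °C after 15 min preincubation / Medium: HEPES-MgCl2-KCl buffer plus DTT, spermine, BSA, pyrophosphatase / Doses: 11.9 µM single point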
Scp1 inh = blocks human Scp-1 phosphatase activity | Q9GZU7 | Recombinant Scp1, phosphopeptide, malachite green phosphate absorbance | inhibition, % at 20 µM | hit rate 0.88% among 340,000 | AID 493091;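 active = inhibition above about 50% at 20 µM, limit read from the data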;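 note: plate controls were DMSO wells with enzyme for no effect and wells lacking enzyme for full effect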
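Incubation: 45 min enzyme reaction at room temperature / System: truncated SCP-1 phosphatase (76-261aa) / Reagent: Phospho 17-mer peptide substrate / Buffer or medium: Acidic Tris acetate buffer with magnesium and detergent / Signal: absorbance at 630 nm / Doses: one concentration, 20 µM, with 1.0% DMSO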
Neddyl block = inhibitors of human cullin neddylation. P61081+Q13564. TR-FRET cullin neddylation, biochemical. calls only at 25 µM. hit rate 0.58% among 360,000; in the data active = inhibition above about 36%
Target sequence (P61081 whole entry, looked up): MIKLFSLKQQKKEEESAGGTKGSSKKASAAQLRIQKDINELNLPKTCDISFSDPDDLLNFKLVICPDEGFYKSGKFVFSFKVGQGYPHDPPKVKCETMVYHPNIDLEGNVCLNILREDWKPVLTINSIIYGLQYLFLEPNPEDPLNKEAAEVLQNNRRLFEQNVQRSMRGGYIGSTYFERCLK
Target sequence (Q13564 whole entry, looked up): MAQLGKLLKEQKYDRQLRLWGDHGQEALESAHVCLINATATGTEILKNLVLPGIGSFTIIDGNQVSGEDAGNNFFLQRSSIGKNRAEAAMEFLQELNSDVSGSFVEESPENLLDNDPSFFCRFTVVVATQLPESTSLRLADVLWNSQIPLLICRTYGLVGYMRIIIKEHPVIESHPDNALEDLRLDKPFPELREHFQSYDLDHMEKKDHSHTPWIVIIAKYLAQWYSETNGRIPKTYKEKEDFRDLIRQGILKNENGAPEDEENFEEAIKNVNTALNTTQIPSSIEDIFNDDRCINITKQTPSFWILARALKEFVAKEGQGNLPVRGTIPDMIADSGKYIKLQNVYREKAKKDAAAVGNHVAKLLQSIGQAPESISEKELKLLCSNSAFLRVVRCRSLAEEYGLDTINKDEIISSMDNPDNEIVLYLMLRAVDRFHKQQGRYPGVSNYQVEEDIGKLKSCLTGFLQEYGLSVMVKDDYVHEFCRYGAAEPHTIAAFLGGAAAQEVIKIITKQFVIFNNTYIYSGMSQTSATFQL
NadD inh = blocks S. aureus nicotinate mononucleotide adenylyltransferase; AID 602399; purified NadD enzyme, colorimetric absorbance read-out; hit rate 0.78% among 360,000; inhibition, % at 20 µM; in the data active = inhibition above about 26%; note: some compounds past the cut are filed as inactive
CendR NRP1 mod = alters CendR peptide binding to human NRP-1; hit rate 0.85% among 360,000; inhibition, % at 25 µM; FAM-RPARPAR peptide binding to NRP-1, fluorescence polarization;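 active = inhibition or corrected inhibition above about 18%, plus a signal ratio from 0.5 to 1.5, limit read from the data, passing the limit was not always enough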; note: strong numbers were not always called active
Active calls of the source: *; i = inactive; nt = no result given; + = active, no number. An unsorted share of the library; about 4.6% have a hit in one of these screens.

SMILES	DNMT1 inh	SKN-1 block	LMPTP inh	SUMO1 PPI mod	STEP block	TbMetRS inhib	Scp1 inh	Neddyl block	NadD inh	CendR NRP1 mod
O=C(Cn1cncn1)c1ccccc1Br	0	21	-1.4	13	-4	0.3	-8	i	-5	-15
Cc1ccsc1-c1nc(C(N)=O)c2[nH]c(=O)n(-c3ccc(Cl)cc3)c2n1	55*	6	11	16	1	-0.7	7	i	20	-40
O=C(O)c1cccc(Nc2c([N+](=O)[O-])c(=O)oc3ccccc23)c1	5	-5	-2.0	-17	0	-0.5	1	i	-4	-12
Cc1ccc(C2CC(=O)NC(SCC(=O)Nc3nccs3)=C2C#N)cc1 (centres undefined)	-6	21	-1.8	1	2	-0.5	-2	i	4	-13
COc1ccc(-c2cc(C#N)nc(N3CCN(C)CC3)n2)cc1	2	5	0.0	-12	-1	-0.1	-5	i	-21	17
CCOC(=O)c1ccc(NC(=O)C2CCN(C(=O)c3ccc(OC)c(OC)c3)CC2)cc1	-1	6	0.7	-1	-1	-0.9	-3	i	-2	13
CC(C)c1ccc(/C=N/n2c(-c3ccccc3)n[nH]c2=S)cc1	3	-7	0.5	4	0	-0.8	1	i	0	2
NC(=O)CSc1nnc(Cn2c(=O)sc3ccccc32)n1-c1ccccc1	-1	-1	-0.9	0	0	-0.1	0	i	5	-9
Cc1onc(-c2c(Cl)cccc2Cl)c1C(=O)NCCc1ccncc1	-1	8	-2.0	6	1	-0.2	-9	i	-3	2
CC(C)CCNC(=O)CN(CCN1CCOCC1)C(=O)Cn1nnc(-c2ccc(F)cc2)n1	2	12	-1.9	0	3	-0.1	-4	i	-7	-2
O=[N+]([O-])c1ccc(/C=N/Nc2ccccn2)cc1	14	7	3.8	-16	-3	-2.0	-3	i	-3	-25
COc1ccccc1N1CCN(C(=O)CSc2nnc(NC(=O)C3CCC3)s2)CC1	-2	-2	3.3	0	0	-1.4	0	i	-4	6
COc1ccc(Nc2nc(N)nc(CSCCO)n2)cc1	2	4	-0.7	1	-4	-0.5	-4	i	5	10
CCC(=O)NC(=S)Nc1ccc(S(=O)(=O)N2CCN(C)CC2)cc1	-1	-3	-1.8	1	-4	-0.6	-3	i	-5	-1
CC(C)c1ccc(C(CC(=O)c2ccc(Cl)cc2)C(=O)O)cc1 (centres undefined)	3	-1	-0.9	1	0	0.3	-16	i	-2	-2
O=C(NCCc1c[nH]c2ccccc12)c1cc([N+](=O)[O-])cc([N+](=O)[O-])c1	3	-5	-0.4	-34	7	-0.4	-13	i	-7	7
Nc1nc(C2CCCN2S(=O)(=O)c2ccc(Cl)cc2)cs1 (centres undefined)	1	3	0.1	-1	-1	0.2	-4	i	1	-2
O=C(OCC(=O)N(Cc1ccccc1)Cc1ccccc1)c1cccc(O)c1	-3	9	2.7	2	-2	0.2	-13	i	-5	14
Cc1cc(C(F)(F)F)nc(-n2cc(-c3cccc(N)c3)nn2)n1	5	3	-1.9	-1	-2	-0.5	-12	i	-3	-2
COc1cccc(Nc2nc(C(N)Cc3ccc(F)cc3)cs2)n1 (centres undefined)	-5	18	1.2	-2	-2	-0.1	nt	i	0	-4
Cc1sc2nc(-c3ccccn3)[nH]c(=O)c2c1-c1ccccc1	-2	4	0.2	-10	5	-1.0	0	nt	16	-4
Cc1cc(NC(=O)c2cc(-c3ccc4c(c3)OCO4)on2)n(-c2ccccc2)n1	-3	-1	-0.4	2	-3	-1.9	3	i	-2	-17
Clc1ccc(C2Nc3cccc4cccc(c34)N2)cc1	-29	7	2.8	-10	7	-0.8	8	i	22	3
CN(C)c1ccc(C#Cc2ccc3cc(CCCO)oc(=O)c3c2)cc1	-4	14	-0.3	-37	0	-0.2	-2	i	-3	-3
COc1ccccc1CCNC(=O)Cn1ccc2cc(S(=O)(=O)N3CCCC3)ccc21	0	8	-1.5	2	-1	-0.5	1	i	1	4
COc1ccc(OC)c(S(=O)(=O)NCC(=O)NC2CCCCCC2)c1	2	3	-1.3	0	-2	-0.3	-5	i	2	12
COc1ccc(CN2CCC(C(=O)N3CCCC(C)C3)CC2)cc1OC (centres undefined)	-1	4	-0.6	-2	-1	-0.8	-7	i	-7	4
CCCN(CCC)S(=O)(=O)c1ccc(C(=O)N2CCOCC2)cc1	-1	-14	-1.0	4	-3	0.2	-3	i	1	2
CCN(CC(=O)Nc1ccc2c(c1)OCCO2)C(=O)c1ccc(Cl)cc1Cl	-3	-21	-8.2	-55	0	-0.7	2	i	2	2
CCc1ccc(/C(C)=N\Nc2ccc([N+](=O)[O-])cc2)cc1	-5	13	3.9	-12	-6	-1.4	-10	i	-1	-31
Cc1nn(CC(=O)O)c(=O)c2ccccc12	0	-6	-2.0	2	-4	-1.2	-27	i	-1	-7
CN(c1ccccc1)S(=O)(=O)c1cccc(C(=O)Nc2nccs2)c1	-8	5	-1.5	3	0	-0.4	6	i	3	2
CCN(CC(=O)Nc1c(Cl)cccc1Cl)C(=O)C1CCN(c2ncnc3sc(C)c(C)c23)CC1	26	21	0.3	20	-1	-0.1	-4	i	-2	1
CC(C)C(OC(=O)c1ccccc1)c1nccc2ccccc12 (centres undefined)	4	6	3.0	3	3	1.2	-1	i	-4	3
CC(=O)Oc1ccc(C(=O)Nc2ccc3c(c2)C(=O)N(CCC(=O)O)C3=O)cc1	4	13	11	6	-1	-0.1	40	nt	-4	-14
Cc1ccccc1OCCn1c(S(=O)(=O)O)nc2c(N)ncnc21	0	21	0.5	2	-2	-0.6	-15	i	-3	0
Cc1cccn2c(=O)c(/C=C3\SC(=S)NC3=O)c(NCCCN3CCOCC3)nc12	-2	52*	16	-25	10	-0.1	-9	i	2	-152
CCOc1ccc(/C=C2\SC(=S)N(CCC(=O)O)C2=O)cc1	1	-8	-1.2	-24	8	-0.7	-4	i	-6	1
CCCc1cc(=O)oc2c(C)c(OCC(=O)NC3CCN(Cc4ccccc4)CC3)ccc12	0	7	0.6	2	2	-0.5	0	i	-8	10
Cn1cnnc1SCC(=O)Nc1ccccc1Sc1ccccc1	3	2	1.4	-2	-3	-0.8	1	i	-5	8
Cc1[nH]n(-c2ccccc2)c(=O)c1/C=N/N1C(=O)c2ccc3c4c(ccc(c24)C1=O)CC3	32	11	1.6	5	7	0.2	1	i	29	-6
COCCCn1c(=O)c2ccccc2n(Cc2cccc(C)c2)c1=O	0	40*	-0.7	0	-1	-0.2	-7	i	-6	-5
COc1ccc(C2SCC(C(=O)O)N2C(C)=O)cc1OC (centres undefined)	2	9	-1.3	-3	-3	-0.5	27	i	-4	7
O=C(CC1Sc2ccccc2NC1=O)NCc1cccc(Cl)c1 (centres undefined)	0	-2	-0.6	0	-1	0.0	-2	i	3	-8
COC(=O)COc1ccc(C(C2C(=O)CC(C)(C)CC2=O)C2C(=O)CC(C)(C)CC2=O)cc1	4	-7	-2.1	7	3	-0.6	-10	i	0	0
CN(C)c1ccc(N2C(=O)CC(Nc3ccc(N4CCOCC4)cc3)C2=O)cc1 (centres undefined)	-12	-12	0.3	-11	0	-1.3	-3	i	2	2
C=C(C)CN1CCN(c2c(CCC#N)c(C)c(C#N)c3nc4ccccc4n23)CC1	12	4	1.6	-7	-2	-0.5	-11	i	4	-74
NS(=O)(=O)c1ccc(CCNC(=O)c2ccc(C#CC3(O)CCCCC3)cc2)cc1	-10	6	2.9	-6	1	-0.3	1	i	-1	4
CCOc1ccc(CNC(=O)Cn2ccc3cc(S(=O)(=O)N4CCCC4)ccc32)cc1	1	2	0.0	2	-2	-0.4	-10	i	7	9
CCOc1ccc(NC(=O)Cn2c(=O)n(CC3CCCO3)c(=O)c3ccccc32)cc1 (centres undefined)	1	4	-0.2	0	8	0.1	-4	i	1	-4
Cc1ccc(S(=O)(=O)N2CCOCC2)cc1NC(=O)CNC1CCCC1	28	-10	-2.1	4	-1	0.5	-4	i	-3	2
COc1cc2[nH]c3c(Cl)ncnc3c2cc1OC	0	6	0.5	2	4	0.4	-5	i	-4	8
CCN1C(=O)[C@H]2[C@@H](c3ccc(OC)cc3)N[C@]3(CCCN(Cc4ccc(Cl)cc4)C3=O)[C@H]2C1=O	5	-5	-0.9	0	1	-0.3	nt	i	4	-1
CC[N+](C)(C)CCN(Cc1ccc(Cl)cc1)c1ccccn1	5	-16	-3.1	3	1	-0.5	-3	i	-4	-1
CCS(=O)(=O)N1CCN=C1SCc1cccc(F)c1	-2	6	-0.4	2	0	-0.3	-9	i	3	2
C=CC[C@@H](CC(=O)N(CCO)Cc1ccccc1)C(=O)NC[C@H](OC(=O)[C@@H](CC=C)Cc1ccc(F)cc1)c1ccccc1	-14	9	4.5	3	0	-0.3	-18	i	-9	-4
CCN(CC)c1ccc(/C=N/NC(=O)CNC(=O)c2cccs2)cc1	-1	0	0.9	-21	0	1.1	-5	+	9	2
COc1ccc(/C=N/NC(=O)c2nc(-c3ccccc3)cc(-c3ccccc3)n2)cc1	-6	7	5.5	4	2	0.0	-2	nt	39*	10
COc1ccc(C(=O)N/C(=C\c2ccc3c(c2)OCO3)C(=O)N2CCOCC2)cc1	2	3	0.0	1	-1	0.2	-6	i	-2	8
CCOC(=O)c1c(C(=O)OCC)c(C)n(Cc2cc(OC)c(OC)c(OC)c2)c1C	4	0	-0.8	-1	-3	-0.4	5	i	-3	-3
Later entries
SMILES	DNMT1 inh	SKN-1 block	LMPTP inh	SUMO1 PPI mod	STEP block	TbMetRS inhib	Scp1 inh	Neddyl block	NadD inh	CendR NRP1 mod
Cc1ccc(C(=O)N2CCN(Cc3ccc4c(c3)OCO4)CC2)cc1C	-1	-2	0.0	-3	2	-0.4	-5	i	-5	0
Cc1ccc(N=C2C(=O)Nc3ccccc32)cc1C	-6	4	-1.3	-22	-2	-1.2	-2	i	-1	-9
Cc1cccc(NC(NC(=O)c2ccccn2)C(Cl)(Cl)Cl)c1 (centres undefined)	-3	2	-0.8	3	-3	-0.4	-14	i	4	-4
Cc1ccc(S(=O)(=O)NC(=O)COc2ccccc2C)cc1	3	18	-1.3	26	-2	-1.4	-9	i	-3	0

3 structures from above, sorted by number of heavy atoms, largest number first:
SMILES	DNMT1 inh	SKN-1 block	LMPTP inh	SUMO1 PPI mod	STEP block	TbMetRS inhib	Scp1 inh	Neddyl block	NadD inh	CendR NRP1 mod
NS(=O)(=O)c1ccc(CCNC(=O)c2ccc(C#CC3(O)CCCCC3)cc2)cc1	-10	6	2.9	-6	1	-0.3	1	i	-1	4
CC(C)c1ccc(/C=N/n2c(-c3ccccc3)n[nH]c2=S)cc1	3	-7	0.5	4	0	-0.8	1	i	0	2
COc1ccc(C2SCC(C(=O)O)N2C(C)=O)cc1OC (centres undefined)	2	9	-1.3	-3	-3	-0.5	27	i	-4	7
